# PfHsp90 set2: reduces growth (ATP signal) of yeast expressing P. falciparum Hsp90 | 310,000 compounds, 0.32% hits | AID 504621 | inhibition, % at 9.4 µM | S. cerevisiae expressing PfHsp90, BacTiter-Glo ATP, 48 h; yeast lacking PDR1 and PDR3 efflux regulators;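 active = every replicate shows inhibition above about 80%, whatever the replicate mean, limit read from the data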;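 also: 0% = DMSO neutral controls and 100% = 20 µM radicicol positive controls; yeast relying on Plasmodium falciparum Hsp90 in place of its own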
# phage Ecoli inh: E. coli growth loss with phage present | 360,000 compounds, 0.26% hits | growth absorbance | inhibition, % at 11.9 µM; in the data active = inhibition above about 11%
# Wnt act: activators of Wnt/beta-catenin signaling. activation, % at 9.35 µM. Wnt/beta-catenin reporter cell assay, activator, plate reader. AID 743398. 300,000 compounds, 1.2% hits; in the data active = activation above about 30%, passing the limit was not always enough;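 also: 0% = neutral control wells and 100% = positive control wells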
# E coli growth: counter-screen for AddAB inhibitors: E. coli growth inhibition. 330,000 compounds, 0.27% hits. E. coli V3065 growth, OD600 absorbance, 18 h. inhibition, % at 11.9 µM. AID 449728;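 active = inhibition above the campaign's mean inhibition across all tested compounds plus 3 SD, cut at about 9.9% in these data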;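 also: uninfected addAB+ strain grown without phage in ampicillin broth; 0% = DMSO wells and 100% = ciprofloxacin 0.95 µg/ml wells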
# CAL PDZ inh: blocks peptide binding to human CAL PDZ domain; AID 504414; inhibition, % at 20 µM; purified CAL PDZ, TMR-peptide fluorescence polarization, 1 h; Q9HD26; 330,000 compounds, 0.02% hits;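 active = highest replicate inhibition of at least 40%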;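 also: plate controls were DMSO neutral control wells for no effect and unlabeled competitor peptide control wells for full effect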
#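 Material: tagged CAL PDZ domain; buffer or medium: 25 mM sodium phosphate pH 7.4, 150 mM NaCl, TCEP, IgG, Thesit; compound dosing: single point, 20 µM; schedule: 1 h incubation at room temperature before polarization reading; measured by: FP readout, S and P plane fluorescence; read-out basis: percent inhibition from loss of millipolarization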
# Tat export inh: E. coli Tat transport inhibition; E. coli MC4100 TorA-mCherry Tat export, fluorescence; 340,000 compounds, 0.036% hits; AID 488895; inhibition, % at 10 µM;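 active = mean replicate inhibition at least 50% and at least half of replicates individually reaching 50%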;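 also: exported cargo escapes ClpAP degradation while cytoplasmic cargo is degraded and loses fluorescence; 0% = median of neutral control wells and 100% = median of NaSCN control wells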
# DAGLB inh: blocks human DAGLB lipase activity. HEK293T DAGLB membrane lysate, EnzChek fluorogenic substrate. inhibition, % at 5.17 µM. 340,000 compounds, 0.059% hits. AID 504411; in the data active = inhibition above about 34%;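 also: 0% = enzyme with vehicle and 100% = wells lacking enzyme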
# Target sequence (Q8NCG7 whole entry, looked up): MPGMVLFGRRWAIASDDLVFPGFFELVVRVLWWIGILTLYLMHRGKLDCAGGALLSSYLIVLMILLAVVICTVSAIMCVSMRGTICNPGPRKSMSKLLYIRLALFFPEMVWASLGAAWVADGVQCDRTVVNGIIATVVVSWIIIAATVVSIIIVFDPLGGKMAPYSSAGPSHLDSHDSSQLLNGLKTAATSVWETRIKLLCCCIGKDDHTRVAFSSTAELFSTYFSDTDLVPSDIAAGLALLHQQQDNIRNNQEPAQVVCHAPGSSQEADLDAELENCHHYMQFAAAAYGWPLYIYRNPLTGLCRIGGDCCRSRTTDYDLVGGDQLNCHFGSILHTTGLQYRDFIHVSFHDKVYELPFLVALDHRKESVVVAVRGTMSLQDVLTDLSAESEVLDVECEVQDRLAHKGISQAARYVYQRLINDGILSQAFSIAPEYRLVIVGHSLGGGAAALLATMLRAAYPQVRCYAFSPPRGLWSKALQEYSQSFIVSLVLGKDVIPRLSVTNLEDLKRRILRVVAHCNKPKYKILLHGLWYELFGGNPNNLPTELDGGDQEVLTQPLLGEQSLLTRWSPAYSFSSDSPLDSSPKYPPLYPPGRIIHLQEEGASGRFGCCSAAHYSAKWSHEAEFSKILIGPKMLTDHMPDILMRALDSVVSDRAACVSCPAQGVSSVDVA
# PvdQ acylase: blocks Pseudomonas aeruginosa PvdQ acylase activity | purified PvdQ acylase, fluorescence plate reader | inhibition, % at 10 µM | 340,000 compounds, 0.063% hits | AID 488965; in the data active = inhibition above about 30%, passing the limit was not always enough;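 also: 0% = vehicle neutral wells and 100% = reference inhibitor wells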
# AddAB inh: less growth of phage-infected E. coli with AddAB | E. coli expressing H. pylori AddAB, absorbance growth | AID 435030 | 330,000 compounds, 0.29% hits | inhibition, % at 11.9 µM; in the data active = inhibition above about 12%;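 also: 0% = vehicle wells of infected cells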
# Rtt109 HAT inh: inhibitors of Candida albicans Rtt109/Vps75 histone acetyltransferase | Q5AAJ8 | purified Rtt109/Vps75, ThioGlo CoA-SH fluorescence, 4 h | inhibition, % at 34.9 µM | 330,000 compounds, 0.16% hits;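 active = inhibition of at least 50% in every replicate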
# Target sequence (Q5AAJ8 whole entry, looked up): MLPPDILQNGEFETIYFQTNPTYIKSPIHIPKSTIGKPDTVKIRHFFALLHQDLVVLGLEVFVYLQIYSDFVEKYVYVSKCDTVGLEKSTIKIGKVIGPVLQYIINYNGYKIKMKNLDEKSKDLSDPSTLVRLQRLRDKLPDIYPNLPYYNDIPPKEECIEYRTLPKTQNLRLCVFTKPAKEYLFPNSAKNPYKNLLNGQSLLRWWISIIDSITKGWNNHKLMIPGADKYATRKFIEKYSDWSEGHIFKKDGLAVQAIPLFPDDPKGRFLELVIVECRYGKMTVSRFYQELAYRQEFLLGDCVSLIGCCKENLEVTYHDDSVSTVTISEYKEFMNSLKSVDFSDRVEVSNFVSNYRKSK
# The depositor's hits bear a star; / = no result given.
# Letters – A = PfHsp90 set2; B = phage Ecoli inh; C = Wnt act; D = E coli growth; E = CAL PDZ inh; F = Tat export inh; G = DAGLB inh; H = PvdQ acylase; I = AddAB inh; J = Rtt109 HAT inh
CCOC(=O)C1CCN(C(=O)c2ccc(NS(=O)(=O)c3ccc(F)cc3C)cc2)CC1
  A: 8	B: 0.3	C: 3	D: 1.5	E: -1.2	F: 3	G: 3	H: -2	I: -0.2	J: -7

O=C(CSc1nnc(Cn2c(=O)sc3ccccc32)n1-c1ccccc1)Nc1nccs1
  A: 3	B: 3.2	C: -4	D: 1.4	E: 0.0	F: -23	G: 1	H: 2	I: 0.9	J: -6

CC(=O)Nc1ccc(NC(=O)Nc2cc(C)cc(C)c2)cc1
  A: 12	B: 3.1	C: 1	D: -1.9	E: -0.4	F: -1	G: /	H: -8	I: 1.5	J: -2

COc1cccc(N2CCN(S(=O)(=O)c3ccc4ccccc4c3)CC2)c1
  A: -6	B: 3.0	C: 0	D: /	E: -3.1	F: 10	G: -2	H: 10	I: /	J: 45

O=C(C1CC12CCCC2)N1CCC(CO)(Cc2ccccc2Cl)CC1 (stereo not drawn)
  A: 10	B: 3.9	C: 56*	D: -0.6	E: -0.5	F: -1	G: -1	H: -8	I: 0.0	J: /

O=C(c1cccs1)N1N=C(c2ccc(O)cc2)CC1c1ccccc1 (stereo not drawn)
  A: 23	B: 2.1	C: -3	D: 0.0	E: -1.6	F: 3	G: 3	H: -18	I: 4.1	J: 0

CC(C)CN(C(=O)C1CCCCC1)C1CCS(=O)(=O)C1 (stereo not drawn)
  A: -24	B: -0.1	C: -5	D: 2.0	E: 0.4	F: 11	G: -2	H: -6	I: 1.1	J: 1

NS(=O)(=O)c1ccc(NC(=O)COC(=O)CSc2n[nH]c(-c3ccccc3)n2)cc1
  A: -7	B: -0.5	C: /	D: -2.4	E: -1.1	F: -6	G: 1	H: -6	I: -1.1	J: 1

Cc1ccc(S(=O)(=O)Nc2ccc3c(c2)C(=O)NC3=O)cc1[N+](=O)[O-]
  A: 2	B: 0.6	C: 0	D: 1.6	E: -2.6	F: -6	G: 5	H: -15	I: 0.1	J: -9

CN1/C(=C/c2cc[n+](C)c3ccccc23)C=Cc2ccccc21
  A: 34	B: /	C: /	D: /	E: 2.8	F: -161	G: 2	H: -4	I: /	J: 17

CC(CNC(=O)c1ccccc1Cl)NC(=O)c1ccccc1Cl (stereo not drawn)
  A: /	B: 0.3	C: 0	D: 1.3	E: /	F: /	G: /	H: /	I: 0.9	J: /

CC(=O)c1sc(C(C)(C)C)cc1NC(=O)CCC(=O)O
  A: 16	B: 1.0	C: -3	D: 0.4	E: -0.4	F: -9	G: 1	H: -11	I: 1.8	J: -7

Cc1ccccc1-n1ncc(C(C)NS(=O)(=O)c2ccccc2Cl)c1C (stereo not drawn)
  A: 5	B: 0.1	C: 4	D: /	E: 0.2	F: 4	G: 0	H: -3	I: /	J: 0

CCOC(=O)N1CCN(C(=O)c2ccccc2N(Cc2ccccc2)S(=O)(=O)c2ccccc2)CC1
  A: 16	B: -0.1	C: 0	D: 0.0	E: -1.2	F: 9	G: -1	H: -13	I: 3.5	J: 4

Cc1ccc(OC(=O)NC2CCS(=O)(=O)C2)cc1C (stereo not drawn)
  A: -34	B: 2.8	C: 0	D: -2.4	E: 0.3	F: 7	G: -2	H: -8	I: -1.5	J: -1

CN(CCCNC(=O)CSc1cc(=O)n(C)c2ccc(Cl)cc12)Cc1ccccc1
  A: 1	B: 2.2	C: 0	D: 1.3	E: -2.4	F: 5	G: 1	H: -11	I: 4.5	J: 14

COc1cc(/C=N/NC(=O)c2cccc(NC(=O)c3ccccc3Cl)c2)ccc1O
  A: /	B: 4.1	C: 0	D: 0.2	E: -4.2	F: 0	G: 1	H: -7	I: 3.3	J: -6

COCCNC(=O)c1ccc(C2SCC(=O)N2CCc2ccccc2)cc1 (stereo not drawn)
  A: 17	B: 3.1	C: -2	D: /	E: -0.4	F: -6	G: 2	H: -2	I: /	J: -6

COc1cc(NC(=O)c2ccc(NS(=O)(=O)c3c(C)noc3C)cc2)cc(OC)c1
  A: 12	B: 0.5	C: /	D: -1.8	E: -1.1	F: -4	G: 1	H: -2	I: 0.8	J: 3

Cc1ccccc1CS(=O)(=O)Cc1ccc(C(=O)NCC2CCCO2)o1 (stereo not drawn)
  A: -5	B: 3.8	C: -2	D: 1.2	E: -0.7	F: 2	G: 3	H: -4	I: 2.5	J: 1

CCc1ccccc1NCC(=O)Nc1ccc(Cl)c(C(F)(F)F)c1
  A: 19	B: 4.9	C: -6	D: 1.6	E: -0.4	F: 6	G: -15	H: 1	I: 3.4	J: -1

Cn1c(C(=O)NCCCN2CCCC2=O)cc2c(=O)n(C)c3ccccc3c21
  A: -19	B: 1.8	C: 1	D: -0.2	E: -0.4	F: -8	G: 0	H: -12	I: 2.8	J: 9

O=C(NCCN1CCOCC1)c1ccc(CS(=O)(=O)c2ccc(Br)cc2)o1
  A: -11	B: 2.3	C: -4	D: -0.9	E: 0.0	F: -4	G: -2	H: 20	I: 4.3	J: -1

Cc1cc(NC(=O)CSc2nnc(-c3cccnc3)n2N)no1
  A: 19	B: 1.4	C: /	D: -0.2	E: -0.6	F: 2	G: 2	H: -10	I: 2.9	J: -3

O=[N+]([O-])c1ccccc1-c1cc(-c2cc(Cl)ccc2O)n[nH]1
  A: 58	B: 6.4	C: 27	D: 0.3	E: -0.3	F: 3	G: 1	H: -16	I: 5.7	J: 3

# Molecules listed so far that have a furan ring, fused or not, in the order listed:
# Letters – A = PfHsp90 set2; B = phage Ecoli inh; C = Wnt act; D = E coli growth; E = CAL PDZ inh; F = Tat export inh; G = DAGLB inh; H = PvdQ acylase; I = AddAB inh; J = Rtt109 HAT inh
Cc1ccccc1CS(=O)(=O)Cc1ccc(C(=O)NCC2CCCO2)o1 (stereo not drawn)
  A: -5	B: 3.8	C: -2	D: 1.2	E: -0.7	F: 2	G: 3	H: -4	I: 2.5	J: 1

O=C(NCCN1CCOCC1)c1ccc(CS(=O)(=O)c2ccc(Br)cc2)o1
  A: -11	B: 2.3	C: -4	D: -0.9	E: 0.0	F: -4	G: -2	H: 20	I: 4.3	J: -1

# Additional records follow.
# Letters – A = PfHsp90 set2; B = phage Ecoli inh; C = Wnt act; D = E coli growth; E = CAL PDZ inh; F = Tat export inh; G = DAGLB inh; H = PvdQ acylase; I = AddAB inh; J = Rtt109 HAT inh
NC(=O)NC(=O)COC(=O)c1cccc(S(=O)(=O)N2CCCCCC2)c1
  A: 5	B: -0.9	C: -1	D: -1.4	E: 3.7	F: 18	G: 0	H: -13	I: 5.6	J: -3

N#CC1=C2SCN(Cc3ccccc3)CN2C(=O)CC1c1ccc2c(c1)OCO2 (stereo not drawn)
  A: -7	B: 0.0	C: /	D: -1.6	E: -0.8	F: -1	G: 2	H: -8	I: 0.7	J: 1

O=C(Nc1nc2ccc(S(=O)(=O)N3CCCCC3)cc2s1)c1ccncc1
  A: 2	B: 2.9	C: -4	D: -0.9	E: -1.5	F: -7	G: 3	H: -8	I: 2.0	J: 7

CC(C)(C)c1[nH]nc2c1C(c1ccoc1)C(C#N)=C(N)O2 (stereo not drawn)
  A: -6	B: 2.8	C: 0	D: 0.8	E: 0.2	F: 7	G: 1	H: -5	I: 3.9	J: 4

O=C(Nc1ccccc1)c1ccc(=O)n(Cc2cccc(Cl)c2)c1
  A: 19	B: 4.4	C: -1	D: -1.7	E: -1.4	F: 19	G: 0	H: 9	I: -0.4	J: 17

COc1ccc(N2CCN(S(=O)(=O)CCNC(=O)c3ccco3)CC2)cc1
  A: /	B: -0.8	C: 2	D: -0.7	E: 1.3	F: 2	G: -1	H: 7	I: -1.0	J: 9

O=C1c2ccc3c4c(ccc(c24)C(=O)N1c1cccc(O)c1)CC3
  A: -21	B: 1.6	C: 0	D: 1.0	E: 0.1	F: -8	G: -3	H: 0	I: 1.8	J: -3

Cc1cc(C)n(CC(=O)NNC(=O)c2ccc(NC(=O)CC#N)cc2)n1
  A: 8	B: 0.1	C: -5	D: 0.2	E: -0.5	F: 0	G: 0	H: -14	I: 1.0	J: 1

Cc1cccnc1NC(=S)NC(=O)c1cccs1
  A: -17	B: -1.0	C: 34*	D: 1.0	E: /	F: 2	G: -4	H: -10	I: 2.6	J: 0

CCOc1cccc(/C=N/N2C(=O)CSC2=S)c1O
  A: /	B: 4.0	C: 7	D: 0.4	E: -2.4	F: -11	G: 3	H: 8	I: 2.0	J: 3

O=C(NCCCCc1ccccc1)c1cccc(NC(=O)C2CCCC2)c1
  A: -3	B: 4.8	C: -2	D: /	E: -0.4	F: 6	G: -4	H: -17	I: /	J: -2

O=C(Nc1ccc(S(=O)(=O)NCCc2ccccc2)cc1)c1ccc(Br)o1
  A: -2	B: 2.6	C: /	D: -0.5	E: -3.2	F: 4	G: -1	H: 2	I: 6.2	J: 0

Cc1ccc(NC(=O)c2ccc(Cl)cc2Cl)cc1O
  A: 9	B: 2.4	C: 48*	D: 0.6	E: -2.3	F: -1	G: -1	H: -15	I: 3.3	J: -5

CC(C)C[C@H]1CNC(=S)N1CC1CCCN1C[C@H](CC(C)C)N1C[C@H](CC(C)C)N(CCc2ccccc2)C1=S (stereo partly drawn)
  A: -8	B: 2.6	C: -3	D: /	E: 0.6	F: 33	G: -5	H: -20	I: /	J: 2

Cc1cc(NC(=O)CSC2=Nc3ccccc3C3=NC(Cc4ccccc4)C(=O)N23)n[nH]1 (stereo not drawn)
  A: /	B: 3.8	C: 4	D: -1.0	E: -0.9	F: 7	G: 1	H: -11	I: 0.4	J: -2

COc1ccccc1CC(=O)Nc1ccc(NC(=O)c2cccs2)cc1
  A: 29	B: 2.8	C: -1	D: 0.7	E: 0.3	F: -10	G: 0	H: -11	I: -0.9	J: -8

CCOC(=O)C(C)N1C(=O)S/C(=C\c2ccc(-c3ccccc3C(=O)O)o2)C1=O (stereo not drawn)
  A: -13	B: -0.2	C: 7	D: 0.8	E: -1.2	F: 1	G: 7	H: 6	I: -1.0	J: 0

Cc1cccc(N2CC(C(=O)Nc3ccccc3N3CCOCC3)CC2=O)c1C (stereo not drawn)
  A: /	B: 2.7	C: -7	D: -1.4	E: -0.6	F: 4	G: -1	H: -5	I: 2.7	J: -2

CCOc1ccccc1CN1CCN(Cc2csc(C(C)=O)c2)CC1CCO (stereo not drawn)
  A: -9	B: 3.1	C: 5	D: -2.3	E: 0.4	F: -5	G: 1	H: -15	I: 1.3	J: 8

COC(=O)C(Cc1cnc(Cl)s1)(C(=O)OC)c1ccc([N+](=O)[O-])cc1
  A: -3	B: 4.0	C: -3	D: -0.5	E: -1.6	F: 1	G: -3	H: -9	I: 2.9	J: 0

# Filtered by structure, those above with a COOH group (two)
# Letters – A = PfHsp90 set2; B = phage Ecoli inh; C = Wnt act; D = E coli growth; E = CAL PDZ inh; F = Tat export inh; G = DAGLB inh; H = PvdQ acylase; I = AddAB inh; J = Rtt109 HAT inh
CC(=O)c1sc(C(C)(C)C)cc1NC(=O)CCC(=O)O
  A: 16	B: 1.0	C: -3	D: 0.4	E: -0.4	F: -9	G: 1	H: -11	I: 1.8	J: -7

CCOC(=O)C(C)N1C(=O)S/C(=C\c2ccc(-c3ccccc3C(=O)O)o2)C1=O (stereo not drawn)
  A: -13	B: -0.2	C: 7	D: 0.8	E: -1.2	F: 1	G: 7	H: 6	I: -1.0	J: 0

# High-throughput results: PubChem, several laboratories
